Bioassay records deposited in PubChem BioAssay by several laboratories.
KKLEB tox: reduces viability of KKLEB cystic fibrosis airway cells. KKLEB CF airway cells viability, ATPlite luminescence, overnight; hits give low values; cells stimulated with P. aeruginosa culture filtrate. activity change (cytotoxicity), % at 5 µM. 360,000 compounds, 0.36% hits;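 active means corrected activity change at or below -50% at 5 µM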
MITF TRPM1 inh: reduces MITF-dependent TRPM1 promoter luciferase signal; 330,000 compounds, 0.83% hits; AID 488899; inhibition, % at 12.5 µM; SK-MEL-5 TRPM1 promoter luciferase, 24 h;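 active means mean inhibition across replicates of 60% or more, whatever share of single replicates reaches that level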; further: values of inactives mirror those of a sister screen read the other way
HIF-2a block: HIF-2a inhibition. 786-0 RCC cells HIF-2a reporter, luciferase luminescence, overnight. inhibition, % at 18.8 µM. 360,000 compounds, 0.72% hits. AID 624352;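 active means inhibition of the luminescence signal of 40% or more relative to plate controls, in a single-dose primary screen at 18.75 µM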
Shn3 inh set2: inhibitors of Schnurri-3 3'UTR reporter in osteoblasts. Clone20 osteoblast Shn3 3'UTR firefly luciferase, 24 h. inhibition, % at 12.5 µM. 360,000 compounds, 0.52% hits. AID 588674;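 active means mean inhibition of at least 75% with every replicate also reaching 75%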;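 further: 0% = median of neutral control wells and 100% = pilot-screen positive control compound; some compounds past the cut are filed as inactive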
NR2E3 ag-1: activates human photoreceptor nuclear receptor NR2E3. GST-NR2E3/biotin-RetCOR TR-FRET, 1536-well. inhibition of corepressor binding, % at 4.78 µM. 320,000 compounds, 0.12% hits. AID 2300;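 active means percent inhibition above the cutoff of mean plus 3 SD of all tested compounds, set per screening campaign, cut at about 20% in these data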;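 further: 0% = DMSO wells and 100% = biotin wells as full block of FRET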
Target sequence (Q9Y5X4 whole entry, looked up): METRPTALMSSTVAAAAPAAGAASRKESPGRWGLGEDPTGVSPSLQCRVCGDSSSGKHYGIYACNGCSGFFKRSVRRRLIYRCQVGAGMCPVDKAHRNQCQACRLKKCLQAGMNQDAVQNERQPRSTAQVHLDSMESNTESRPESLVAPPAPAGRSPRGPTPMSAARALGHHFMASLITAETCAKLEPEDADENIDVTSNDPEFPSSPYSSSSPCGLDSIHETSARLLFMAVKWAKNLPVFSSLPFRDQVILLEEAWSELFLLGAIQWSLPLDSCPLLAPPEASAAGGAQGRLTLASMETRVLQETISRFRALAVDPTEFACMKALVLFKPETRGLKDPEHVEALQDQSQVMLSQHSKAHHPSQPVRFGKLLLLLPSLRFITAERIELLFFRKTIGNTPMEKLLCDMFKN
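Format: 1536-well format; test system: GST-NR2E3 and biotin-RetCOR proteins; read-out basis: percent inhibition of TR-FRET ratio; timing: 5 h incubation at 4 °C; detection: time-resolved FRET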
aDG glyco up: alpha-DG glycosylation activation; Pro5-aDG cells, alpha-DG glycosylation AlphaScreen (IIH6); 0% Pro5, 100% B10-LARGE cell signal; AID 624168; activation, % at 10 µM; 360,000 compounds, 0.22% hits;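 active means activation of at least 8% versus controls, or a plate z-score of at least 8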;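 further: Pro5 are CHO cells carrying HIG-tagged alpha-DG that lacks glycosylation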
NR2E3 ag-2: agonists of human NR2E3 nuclear receptor; AID 602229; inhibition of corepressor binding, % at 3.98 µM; CHO-S Gal4-NCOR/VP16-NR2E3 two-hybrid, luciferase; 360,000 compounds, 0.35% hits;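 active means inhibition above the mean of all tested compounds plus 3 SD, cut at about 70% in these data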;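 further: 0% = DMSO with NR2E3 transfected cells and 100% = cells lacking NR2E3 construct; higher means lower luciferase signal from less NR2E3 corepressor binding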
hiPSC survival: enhancers of human iPSC single-cell survival | hiPSC single-cell survival, ATPlite luminescence; 100% = ROCK inhibitor wells, 0% = DMSO | survival enhancement, % at 20 µM | 360,000 compounds, 0.044% hits | AID 602274; in the data active means survival enhancement above about 18%;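 further: cells exposed to compounds for 16 hours before the ATP read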
Peg3 promoter: reduces Peg3 promoter-driven luciferase expression in HeLa | HeLa PEG-Prom luciferase reporter, luminescence, overnight | inhibition, % at 20 µM | 360,000 compounds, 1.7% hits | AID 588405;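 active means inhibition of at least 50% at 20 µM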
CF NFkB inh: cystic fibrosis NF-kB activation inhibition; AID 588850; 360,000 compounds, 0.86% hits; inhibition, % at 5 µM; KKLEB NF-kB-GFP reporter, PAF-induced, GFP fluorescence overnight;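 active means at least 50% inhibition at 5 µM, scaled per plate between neutral and stimulator controls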;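 further: PAF is a Pseudomonas aeruginosa culture filtrate used as stimulus; plate controls were PAF-stimulated DMSO wells for no effect and unstimulated DMSO wells for full effect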
TWEAK-Fn14 inh: blocks TWEAK-Fn14 interaction in a reporter cell assay; 360,000 compounds, 2% hits; inhibition, % at 10 µM; TWEAK-stimulated Fn14 reporter cells, luciferase luminescence, 8 h; in the data active means inhibition above about 50%
Active calls of the source: *; . = no result given.

cpd	SMILES	KKLEB tox	MITF TRPM1 inh	HIF-2a block	Shn3 inh set2	NR2E3 ag-1	aDG glyco up	NR2E3 ag-2	hiPSC survival	Peg3 promoter	CF NFkB inh	TWEAK-Fn14 inh
1	Cc1nn(C2CCS(=O)(=O)C2)c(Cl)c1/C=C/C(=O)OCC(=O)Nc1ccccc1OC(F)F (stereo not drawn)	-9	0	7	12	1	0.0	-12	2.0	15	-5	-2
2	CCOC(=O)C1=NN(C(C)=O)C2(CC(=O)N(c3cccc(C)c3)C2=O)C1 (stereo not drawn)	12	1	14	-9	4	-0.2	-14	2.0	3	-5	13
3	C=CCOC(=O)C1=C(C)NC(SCC(=O)Nc2nccs2)=C(C#N)C1c1ccc(Cl)cc1 (stereo not drawn)	-17	-2	10	10	1	0.5	-16	-2.0	12	6	-10
4	Cc1ccc(-c2n[nH]c(=S)n2/N=C/C=C\c2ccccc2[N+](=O)[O-])cc1	10	1	5	-11	7	-0.3	-28	-0.1	22	-19	-11
5	COc1cccc(Cn2nnc(C(=O)NCc3ccc(F)cc3)c2N)c1	-8	8	6	19	3	0.1	-12	-0.9	16	-9	2
6	CCOC(=O)c1cc2cc(OC)ccc2[nH]1	13	-52	-253	-20	-3	0.1	-130	-2.5	-252	11	-12
7	Cc1ccc(C)c(NS(=O)(=O)c2ccc(OCC(=O)N3CCOCC3)cc2)c1	0	4	8	9	-5	0.0	-21	-2.0	13	-4	7
8	Cc1ccc(C(=O)O)cc1NC(=O)C1=CSCCO1	2	-4	9	4	-2	0.0	7	0.4	-1	2	7
9	Cc1ccc(NC(=O)CSc2nnc(Cc3csc(C)n3)o2)cc1	3	-13	-55	-24	3	-0.4	-24	4.3	-39	0	-25
10	Cc1c(N=C/C=C/c2ccccc2)c(=O)n(-c2ccccc2)n1C	1	-8	1	-9	-1	0.2	-11	1.1	6	4	-3
11	Cc1cccc(C)c1N1C(=O)CN(Cc2ccccc2)C1=S	5	1	17	-7	0	1.0	-10	0.1	12	11	1
12	CC1CC(CC(=O)NC(=S)Nc2ccccc2Cl)C(=O)O1 (stereo not drawn)	-2	-6	3	2	3	0.2	-8	1.0	-3	-3	-10
13	COc1ccc(-c2nn(CC(=O)Nc3ccc(Cl)c(Cl)c3)c(=O)c3ccccc23)cc1	2	-9	20	9	0	0.5	-3	-1.5	16	3	13
14	CCC(CC)C(=O)N1CCN(c2ccccc2)CC1	6	13	16	-21	6	-0.1	13	1.1	10	10	-11
15	Cc1cccc(CCNC(=O)CN(C)S(=O)(=O)c2cnc[nH]2)c1	-17	-8	-7	5	-1	-0.1	-31	1.1	-1	0	-14
16	COc1ccc(C2CC(c3ccc(C)o3)=NN2C(C)=O)cc1 (stereo not drawn)	9	-64	-124	-44	5	0.2	-62	7.4	-169	10	-14

Reprinted at random: 3 compounds from above.
cpd	SMILES	KKLEB tox	MITF TRPM1 inh	HIF-2a block	Shn3 inh set2	NR2E3 ag-1	aDG glyco up	NR2E3 ag-2	hiPSC survival	Peg3 promoter	CF NFkB inh	TWEAK-Fn14 inh
11	Cc1cccc(C)c1N1C(=O)CN(Cc2ccccc2)C1=S	5	1	17	-7	0	1.0	-10	0.1	12	11	1
16	COc1ccc(C2CC(c3ccc(C)o3)=NN2C(C)=O)cc1 (stereo not drawn)	9	-64	-124	-44	5	0.2	-62	7.4	-169	10	-14
2	CCOC(=O)C1=NN(C(C)=O)C2(CC(=O)N(c3cccc(C)c3)C2=O)C1 (stereo not drawn)	12	1	14	-9	4	-0.2	-14	2.0	3	-5	13

Continued:
cpd	SMILES	KKLEB tox	MITF TRPM1 inh	HIF-2a block	Shn3 inh set2	NR2E3 ag-1	aDG glyco up	NR2E3 ag-2	hiPSC survival	Peg3 promoter	CF NFkB inh	TWEAK-Fn14 inh
17	COc1ccc(-n2nc(C)c3c(=O)c4c([nH]c32)CCCC4)cc1	0	0	17	-9	.	0.0	8	-0.3	32	8	33
18	COC(=O)c1cnc(Nc2ccc(Cl)cc2)c([N+](=O)[O-])c1	-27	-10	5	5	2	-0.1	11	-0.6	-11	28	-7
19	CCc1ccccc1N1C[C@@]23C=C[C@@H](O2)C(C(=O)OCC(C)C)[C@H]3C1=O (stereo partly drawn)	-4	5	-7	1	-3	0.2	-13	-1.8	11	-15	14
20	Nc1c(C(=O)N2CCCCC2)sc2nc3c(cc12)CCCC3	1	-82	-41	-28	-1	-0.3	-76	-0.4	-160	-4	-3
21	CCCC(=O)N1CCC1(C)C(=O)NS(=O)(=O)c1ccccc1 (stereo not drawn)	5	.	1	-4	.	0.1	14	-0.6	1	-22	20
22	COc1ccc(/C(C)=N/NC(=O)CN(c2ccc(OC)cc2)S(=O)(=O)c2ccccc2)cc1	-8	-13	15	6	-1	-0.1	-44	0.8	14	-3	-24
23	Cc1ccc(NC(=O)C2(C)CCN2C2Cc3ccccc3C2)cc1 (stereo not drawn)	6	.	5	-11	.	-0.2	3	-2.3	10	-14	-5
24	COc1cc(=O)oc(CCC(C)O)c1C (stereo not drawn)	8	-5	7	-5	.	0.0	-47	-0.8	-10	1	-2
25	Cc1c(NS(=O)(=O)c2ccc3c(c2)NC(=O)CC(=O)N3)cccc1[N+](=O)[O-]	-2	6	-1	0	-1	-0.4	-35	-0.4	0	14	7
26	C#CCOC(=O)Nc1cnccc1C(F)(F)F	6	5	20	9	6	0.1	-5	0.3	5	-16	-10
27	C(=N\c1nc2ccccc2[nH]1)/c1cccs1	11	16	-12	13	2	-0.2	13	2.2	3	1	13
28	CC(=O)Nc1ccc2c(c1)N(S(=O)(=O)c1cccs1)CCC2	-16	-4	-1	-9	-7	-0.3	2	-0.5	5	-10	-6
29	Cc1ccc(Oc2coc3cc(O)ccc3c2=O)cc1	8	-28	-52	-46	1	0.0	-28	-0.3	-95	0	-19
30	O=C1CCCN1CCCNC(=S)Nc1ccc(F)cc1	1	-1	4	9	-1	-0.2	16	0.9	3	5	3
31	COC(=O)c1[nH]c(C)c(/C(O)=C2\C(=O)C(=O)N(CCN(C)C)C2c2cccc(OC)c2OC)c1C (stereo not drawn)	-7	6	-5	-5	-1	0.2	-2	-1.3	6	-3	-5
32	CCCn1cnc2sc(CC)cc2c1=O	1	-1	-50	-26	-3	-0.2	-51	1.6	-50	-5	9
33	O=C1NCCN/C1=C\C(=O)c1ccc(Cl)cc1	-2	.	-262	-102	-5	0.0	-128	-0.7	-299	6	-17
34	CCOC(=O)C1C(=O)CC(C)(O)C(C(=O)OCC)C1c1ccco1 (stereo not drawn)	1	9	-1	-7	0	-0.1	-18	0.9	4	9	4
35	C=CCOC(=O)C(C(=O)Cc1ccccc1)c1ccccc1 (stereo not drawn)	3	-10	-5	6	.	0.1	-18	-0.4	4	3	46
36	Cc1cc(C)cc(NC(=S)NCCN(C2CCCCC2)C2CCCC2)c1	-1	2	21	-1	-1	0.1	-4	-0.5	7	-5	1
37	CSc1nc(-c2ccc(Cl)cc2)nc(N)c1C#N	-11	.	11	-17	-3	-0.2	7	-0.8	18	-10	0
38	CCN(CC)CCCC(C)n1c2nc(=O)[nH]c(=O)c-2nc2cc(Cl)ccc21 (stereo not drawn)	14	83*	71*	70	.	0.0	3	-3.8	38	-4	-2
39	COc1cc(CN2CCCC(C(=O)c3ccc4c5c(cccc35)CC4)C2)cc(OC)c1O (stereo not drawn)	-14	3	8	-8	1	0.1	15	-2.0	6	10	11
40	Cc1nnc(NC2=NCCC2)s1	3	-2	12	4	2	0.0	-18	2.7	11	8	-6
41	COc1ccc(-n2ncc3c2CC(C)(C)CC3NC(=O)CCN2CCCCC2=O)cc1 (stereo not drawn)	4	1	4	-11	5	-0.1	4	-0.1	4	-3	10
42	CN(C)S(=O)(=O)c1ccc(N2CCCC2)c(C(=O)N2CCN(S(=O)(=O)c3ccc(F)cc3)CC2)c1	-2	8	5	14	1	0.4	-26	-0.2	0	9	-30
43	COCC(=O)OCC(=O)Nc1cc([N+](=O)[O-])ccc1Cl	9	0	10	-2	.	-0.3	-5	-1.4	-8	-6	-12
44	COc1ccc([C@H]2CC(=O)C=C(c3ccc(OC)c(OC)c3)C2)cc1	-17	-41	-62	14	3	0.1	-28	6.4	-50	57*	-10

Entries from the list above containing two or more sulfur atoms, in the order listed:
cpd	SMILES	KKLEB tox	MITF TRPM1 inh	HIF-2a block	Shn3 inh set2	NR2E3 ag-1	aDG glyco up	NR2E3 ag-2	hiPSC survival	Peg3 promoter	CF NFkB inh	TWEAK-Fn14 inh
3	C=CCOC(=O)C1=C(C)NC(SCC(=O)Nc2nccs2)=C(C#N)C1c1ccc(Cl)cc1 (stereo not drawn)	-17	-2	10	10	1	0.5	-16	-2.0	12	6	-10
9	Cc1ccc(NC(=O)CSc2nnc(Cc3csc(C)n3)o2)cc1	3	-13	-55	-24	3	-0.4	-24	4.3	-39	0	-25
28	CC(=O)Nc1ccc2c(c1)N(S(=O)(=O)c1cccs1)CCC2	-16	-4	-1	-9	-7	-0.3	2	-0.5	5	-10	-6
42	CN(C)S(=O)(=O)c1ccc(N2CCCC2)c(C(=O)N2CCN(S(=O)(=O)c3ccc(F)cc3)CC2)c1	-2	8	5	14	1	0.4	-26	-0.2	0	9	-30

This is a random part of the collection; any-hit rate near 4.4%.
